Bioassay records (PubChem)
ABHD4 inh – inhibitors of mouse ABHD4 | purified mABHD4, FP-Rh probe fluorescence polarization | inhibition, % at 8.92 µM | 370,000 tested, 0.54% active;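 active means inhibition exceeding the mean over every tested compound plus 3 SD, cut at about 30% in these data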;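 further: 0% = plate median of compound wells and 100% = S159A mutant with DMSO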
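Assay system: wild-type mouse ABHD4 protein; compound: single nominal dose of 8.92 µM, 0.89% DMSO final; schedule: 45 min + 60 min at 25 °C; measured by: FP readout, ex 525 nm / em 598 nm; evaluation: % inhibition of FP-Rh probe binding versus controls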
SIAE inh – inhibitors of human sialic acid acetylesterase SIAE. Q9HAT2. SIAE FP-Rh probe binding, fluorescence polarization. inhibition, % at 9.66 µM. 370,000 tested, 0.69% active;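 active means inhibition above a cutoff: mean of compounds within the control limits plus 3 SD of those, cut at about 17% in these data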;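 further: 0% = plate median of compound wells and 100% = probe without SIAE protein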
TCR CD3 inh – human TCR-CD3 binding inhibition; inhibition, % at 9.4 µM; 360,000 tested, 0.37% active; TAMRA-labeled TCR probe fluorescence, biochemical; in the data active means inhibition above about 19%;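 further: recombinant mutant TCR 2C K166C tagged with TAMRA read by polarization; 0% = receptor in buffer alone and 100% = receptor with positive control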
HTRA1 inhibitor – HTRA1 (human) protease inhibition; recombinant HTRA1, FP-rhodamine activity-based probe, fluorescence polarization; inhibition, % at 5.96 µM; 340,000 tested, 0.5% active; AID 504803; in the data active means inhibition above about 36%;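 further: 0% = enzyme with DMSO and 100% = wells lacking enzyme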
GC-A act – GC-A (human) enzyme activation | P16066 | HEK293 GC-A cells, cGMP TR-FRET, EC30 ANP; 0% at EC30 ANP, 100% saturating ANP | activation, % at 10 µM | 370,000 tested, 0.14% active; in the data active means activation above about 40%
UHRF1 MBD2 ctr – UHRF1 methyl-DNA binding inhibition. Q96T88. inhibition, % at 4.4 µM. 370,000 tested, 0.75% active. AID 687016. UHRF1 binding to methylated oligo, TR-FRET; in the data active means inhibition above about 21%;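 further: UHRF1 SRA domain binding a hemimethylated CpG hairpin DNA probe; 0% = median of test compound wells and 100% = reference inhibitor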
PRMT1 inh – PRMT1 (human) inhibition, primary screen. Q99873. recombinant PRMT1, activity-based probe fluorescence polarization. inhibition, % at 2.79 µM. 370,000 tested, 1.3% active;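 active means inhibition above about 21% made by adding two undisclosed values, limit read from the data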
NPR2 activator – GC-B (human) receptor activation. 370,000 tested, 0.11% active. HEK293-GC-B cells, CNP EC30, cGMP TR-FRET; 0% at EC30 CNP, 100% saturating CNP. activation, % at 10 µM. AID 1920062;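 active means activation at 10 µM reaching about 35% in either raw or pattern-adjusted values, limit read from the data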
Target sequence (P20594 whole entry, looked up): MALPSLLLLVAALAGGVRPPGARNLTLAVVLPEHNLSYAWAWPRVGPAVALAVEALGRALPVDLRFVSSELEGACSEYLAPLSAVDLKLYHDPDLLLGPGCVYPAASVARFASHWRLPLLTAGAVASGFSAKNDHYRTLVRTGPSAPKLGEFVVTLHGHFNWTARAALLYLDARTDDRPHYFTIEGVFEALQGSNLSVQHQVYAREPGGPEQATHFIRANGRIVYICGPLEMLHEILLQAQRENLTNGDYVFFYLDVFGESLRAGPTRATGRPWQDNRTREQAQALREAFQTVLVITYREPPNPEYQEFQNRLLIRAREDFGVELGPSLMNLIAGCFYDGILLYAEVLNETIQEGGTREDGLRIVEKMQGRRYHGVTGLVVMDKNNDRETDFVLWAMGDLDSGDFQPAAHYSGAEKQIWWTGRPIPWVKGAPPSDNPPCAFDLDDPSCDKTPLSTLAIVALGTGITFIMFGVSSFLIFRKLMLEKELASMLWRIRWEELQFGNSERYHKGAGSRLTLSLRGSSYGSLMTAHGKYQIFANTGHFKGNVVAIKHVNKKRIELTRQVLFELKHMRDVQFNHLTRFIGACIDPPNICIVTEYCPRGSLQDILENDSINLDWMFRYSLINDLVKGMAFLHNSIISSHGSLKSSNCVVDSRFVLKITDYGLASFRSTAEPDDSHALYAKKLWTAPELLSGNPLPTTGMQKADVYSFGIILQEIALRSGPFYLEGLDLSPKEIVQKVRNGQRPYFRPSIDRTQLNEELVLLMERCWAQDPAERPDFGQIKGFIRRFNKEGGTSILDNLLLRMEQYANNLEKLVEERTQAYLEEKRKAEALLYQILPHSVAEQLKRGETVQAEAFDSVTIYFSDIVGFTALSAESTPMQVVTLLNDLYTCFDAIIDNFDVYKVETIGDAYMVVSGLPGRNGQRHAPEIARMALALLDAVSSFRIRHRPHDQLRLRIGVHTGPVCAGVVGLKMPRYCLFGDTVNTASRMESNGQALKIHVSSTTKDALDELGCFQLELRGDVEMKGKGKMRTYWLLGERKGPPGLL
rCAG RNA binder – binds r(CAG) RNA repeats; 370,000 tested, 1.3% active; inhibition, % at 3 µM; r(CAG) RNA repeat, TO-PRO-1 dye displacement fluorescence;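 active means inhibition above the plate cutoff, the mean of all test compounds on that plate plus 3 SD, cut at about 35% in these data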;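 further: 0% = DMSO alone and 100% = 100 µM mitoxantrone as full dye displacement; higher means more dye released from RNA so lower well fluorescence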
MBD2 DNA inh – inhibitors of human MBD2 binding to methylated oligonucleotide; Q9UBB5; 370,000 tested, 0.31% active; inhibition, % at 4.4 µM; TR-FRET; in the data active means inhibition above about 13%
Numbers without * were called inactive; . = no result given; & = joins results of further samples.

SMILES	ABHD4 inh	SIAE inh	TCR CD3 inh	HTRA1 inhibitor	GC-A act	UHRF1 MBD2 ctr	PRMT1 inh	NPR2 activator	rCAG RNA binder	MBD2 DNA inh
CCN(CC)C(CNC(=O)CSc1nnnn1-c1cccc(F)c1)c1ccco1 (stereo not given)	2	-7	6	-2	3	-1	-2	-4	3	2
COc1ccc(NC(=O)c2cccnc2)c([N+](=O)[O-])c1	0	1	-6	-1	-6	0	-1	1	2	-4
O=C(/C=C/c1ccccc1)OCCCN=C1NS(=O)(=O)c2ccccc21	-7	0	2	-4	-42	-2	-1	-14	2	3
CCOC(=O)c1c(C)[nH]c(C)c1C(=O)COC(=O)/C=C/c1cccc(F)c1	-4	-5	5	-11	2	1	-1	-4	-2	6
COc1ccccc1-c1c(C)nn2c(N3CCC(C(N)=O)CC3)cc(C)nc12	3	0	8	-2	-3	-1	-3	3	3	-2
COc1c2ccoc2c(OC[C@@H](OC(C)=O)C(C)(C)O)c2oc(=O)ccc12	5	2	2	-3	-1	-3	-1	6	3	-4
O=C(CSc1ccc2ccccc2c1)Nc1ncccn1	1	-5	-5	-4	-5	1	3	-3	-2	0
COc1ccc(CNC(=O)COC(=O)CCCOc2ccc(Cl)cc2Cl)cc1	-16	6	-6	-11	-1	-1	-3	0	-5	4
O=C(Cc1ccc(O)cc1)N/N=C/c1cccs1	1	-2	1	-1	5	-2	-1	-2	-2	1
CCc1nc2c(OCc3cccc(Cl)c3)cccn2c1N(C)C(=O)CC(C)C	1	2	2	.	5	-3	0	4	-1	-2
CCCNC(=O)C1CCN(c2nc(C)cc(C)n2)CC1	3	-1	0	3	-3	0	-2	0	-3	0
O=C(Cc1ccc2c(c1)CCCC2)Nc1ccc2ccccc2c1	-39	-7	5	-10	-4	6	2	0	7	8
Cc1ccc(-c2nnc(SCC(=O)NC(=O)Nc3ccc(C)cc3C)n2N)cc1	-3	0	9	1	1	-4	-3	0	3	-6
COc1ccc(OC)c(N(CC(=O)Nc2ccccc2)S(=O)(=O)c2ccccc2)c1	-11	0	7	-13	-18	-1	0	-9	-4	0
Cc1ccc(-c2nn(-c3ccccc3)cc2C(=O)N2CCN(c3ccccn3)CC2)cc1	-5	-6	1	-28	-8	4	1	2	-4	2
O=C1C2C(C(=O)N1/N=C/c1cc([N+](=O)[O-])ccc1O)C1C=CC2C12CC2 (stereo not given)	4	-6	3	3	0	-1	-2	-2	5	1
COc1ccc(Cl)cc1NC(=O)CCNC(=O)OCc1ccccc1	-16	-4	-4	-5	2	7	4	-4	1	4
CC(C)(C)OC(=O)N[C@@H](COCc1ccccc1)C(=O)N[C@@H](CO)[C@H](O)[C@@H]1C[C@@H]1C(=O)NC1CC1	-6	-1	-3	-5	4	2	-1	3	-3	2
COc1cc(C(=O)Nc2cc3c(cc2N2CCCCC2)n(C)c(=O)n3C)cc(OC)c1OC	0	10	-2	-6	-3	16	-3	-3	0	1
Cc1c(C(O)CN2CCN(Cc3ccc4c(c3)OCO4)CC2)c2ccccc2n1C (stereo not given)	10	1	-3	-3	-3	1	5	0	-2	-2
COc1ccc(S(=O)(=O)N2CCOCC2)cc1NC(=O)CCCOc1ccc(Cl)cc1C	-11	-1	10	-24	3	-2	3	-2	10	-3
O=C(O)C[C@@H](O)C(=O)O	11	-1	-4	5	6	0	2	-4	0	4
Cc1nnc(C)n1/N=C/c1ccc(C(=O)O)cc1	6	2	8	-1	4	1	2	1	0	-2
O=C(COC(=O)c1cc(Br)ccc1O)NNC(=O)c1ccc([N+](=O)[O-])cc1	3	-4	4	-3	-3	-1	-1	-4	12	3
CCOC(=O)c1ccc(NC(=O)CC2NCCNC2=O)cc1 (stereo not given)	8	-4	2	4	4	-2	2	5	3	5
SMILES	ABHD4 inh	SIAE inh	TCR CD3 inh	HTRA1 inhibitor	GC-A act	UHRF1 MBD2 ctr	PRMT1 inh	NPR2 activator	rCAG RNA binder	MBD2 DNA inh
Cc1ccc2c(CN(C)Cc3ccccc3)cc(=O)oc2c1C	-4	6	0	-31	7	0	2	1	-4	2
O=C(Cn1cc2c(n1)CCCCC2)NCc1cccs1	2	0	5	7	8	-2	-3	5	1	3
COc1ccc(-c2nnc(SCC(=O)N(C)C3CCS(=O)(=O)C3)n2C(C)C)cc1 (stereo not given)	-3	0	7	-8	4	2	1	8	1	2
CCOC(=O)c1c(-c2ccccc2)oc2ccc(OCC(=O)NNC(=O)CCC(=O)O)cc12	-7	-7	5	-10	9	-2	-5	4	22	-3
COc1cc(Cl)c(C)cc1NC(=O)CSc1cc(Cl)ccc1Cl	-10	-9	0	-47	-17	-2	1	-5	19	0
COc1cc(C(O)P(=O)(OCC(C)C)OCC(C)C)cc(OC)c1OC (stereo not given)	4	1	1	-2	-1	0	-2	-5	-8	-3
COc1ccccc1N=Nc1nc(-c2ccccc2)c(-c2ccccc2)[nH]1	-102	13	5	5	-18	-4	-2	-3	10	-1
O=C(CSc1nnc2c3c4c(sc3ncn12)CCCC4)NCc1ccco1	-4	0	2	0	0	-4	-3	-6	2	3
COc1ccc(N2CCN(Cc3nc4c(c(=O)n(C)c(=O)n4C)n3Cc3cccc(C)c3)CC2)cc1	-3	2	4	8	1	-2	-3	1	0	-1
COc1ccccc1CCC(=O)OCC(=O)Nc1ccc2[nH]c(=O)[nH]c2c1	8	2	2	0	1	-1	3	-4	1	-2
CCOCCCNC(=O)C1c2ccccc2C(=O)N2CCc3ccccc3C12 (stereo not given)	3	11	0	-5	0	-1	-1	-1	-2	-2
COc1ccc(O)c(CN2CCN(CCc3ccccc3)C(CCO)C2)c1 (stereo not given)	1	5	4	2	1	-1	3	0	-3	-2
Cc1cccc2[nH]c(CCNC(=O)C3CCC(=O)N(CCc4cccc(F)c4)C3)nc12 (stereo not given)	6	-6	5	-2	-2	1	-5	-1	-4	2
Cc1ccc(C)c(C(=O)OCC(=O)NC(=O)NCc2ccccc2)c1	-9	7	0	3	-1	1	-3	2	-1	2
COc1cc2c(C(=O)N3CCOCC3)c(CSc3ccccc3)n(C)c2cc1Br	-3	-7	2	-19	-20	1	3	-16	-1	0
CCC(=O)Nc1ccc(NC(=O)Cc2ccccc2)cn1	2	1	5	-9	3	-3	1	4	2	0
CCOC(=O)c1nnsc1NC(C)=O	-3	9	-6	9	6	6	-2	1	0	5
O=C(c1ccccc1)N1CCc2[nH]nc(-c3ccccc3)c2C1	-3	-3	4	-1	-6	-1	-3	-4	-3	4
O=C(Nc1ccccc1)c1ccc(-c2ccccc2C(F)(F)F)o1	-29	-13	0	-83	-2	-1	5	-5	10	1
Cc1ccn(S(=O)(=O)c2ccc(C(C)(C)C)cc2)n1	3	3	0	0	2	0	-2	3	-5	-3
COCCCNC(=O)c1cc2c(=O)n(C)c3ccccc3c2n1C	0	10	0	1	3	4	0	-7	-1	0
COc1ccc(CC(=O)Nc2ccc(S(=O)(=O)N(C)C)cc2)cc1OC	-5	2	3	3	1	2	-2	-2	-3	4
Cc1cccc(N2C(=O)N3[C@H]4c5ccccc5OC[C@@H]4[C@@H](c4ccccc4)[C@@]3(C)C2=O)c1	-7	-3	-5	-48	-2	-2	2	4	5	2
Cc1ccc(CS(=O)(=O)c2nc3c(c(N(C)C)n2)CCCC3)cc1	1	3	6	-2	-6	-3	0	-4	-4	2
Cc1ccc([N+](=O)[O-])cc1S(=O)(=O)Nc1ccc(C(=O)NCC2CCCO2)cc1 (stereo not given)	6	-7	-2	9	1	1	-3	-2	20	-4
SMILES	ABHD4 inh	SIAE inh	TCR CD3 inh	HTRA1 inhibitor	GC-A act	UHRF1 MBD2 ctr	PRMT1 inh	NPR2 activator	rCAG RNA binder	MBD2 DNA inh
Cc1cc(C(=O)Nc2c(F)cc(F)cc2Br)c(C)o1	3	10	4	-5	4	-1	-2	1	1	1
Cc1ccc(O)c(C(=O)c2cnn(C(=O)COc3ccc(Cl)cc3)c2)c1	1	3	0	-4	-1	2	-1	-5	1	-2
O=C(NCc1nnc(SCc2ccc(F)cc2)n1-c1ccc(F)cc1)C12CC3CC(CC(C3)C1)C2	-2	-2	6	-16	-3	0	-3	-6	0	-1
Cc1c(C(=O)N(C)CCOc2ccccc2)oc2c(Cl)cccc12	-10	4	0	-17	-5	-1	0	1	-6	2
COc1ccc(CCN=CC2=C(O)CCCC2=O)cc1OC	4	-7	0	2	0	1	-3	8	0	2
Cn1c(Cn2nnc3ccccc32)nnc1SCC(=O)c1ccc(F)cc1	-4	6	3	7	-2	-3	1	1	-1	0
COc1ccc(C(=O)c2c(C)oc3cc([N+](=O)[O-])c(O)c([N+](=O)[O-])c23)cc1	6	1	-1	5	-2	-6	0	0	25	-12
COc1ccc(C2(C)NC(=O)N(CC(=O)Nc3ccc(C)cc3Br)C2=O)cc1OC (stereo not given)	2	5	-12	-7	2	1	2	3	2	0
COc1ccc(NC(=O)C2CCC(CNc3c(N4CCC(C)CC4)c(=O)c3=O)CC2)cc1OC (stereo not given)	1&2	4&0	2&2	7&-2	3&-5	-2&4	-2&-6	-7&-4	3&1	1&2
O=C(O)CC(NC(=O)Cc1ccccc1)c1ccccc1 (stereo not given)	-7	-4	-10	-4	1	4	9	3	4	1
CCOc1ncccc1C(=O)Nc1cc(S(=O)(=O)N2CCOCC2)ccc1N1CCCC1	-1	17	1	5	-1	1	1	-6	-5	-2
O=C(C1CC(=O)N(c2ccc3c(c2)OCCO3)C1)N1CCN(S(=O)(=O)c2ccc(F)cc2)CC1 (stereo not given)	-2	6	1	3	-2	0	-4	0	2	-1
COc1ccc(NS(=O)(=O)c2cc(NC(=O)CCSc3ccccc3)ccc2OC)cc1	-26	-15	3	-37	-6	0	-1	-1	6	-2
Cc1cc2occ(CC(=O)N(C)CC(=O)Nc3cccc(F)c3)c2cc1C	-3	-1	9	-13	0	0	2	-1	7	-7
COc1ccc(NC(=O)CSCC(=O)NC2(C)CCS(=O)(=O)C2)cc1 (stereo not given)	4	2	3	8	1	-2	0	1	-1	1
C[C@@H]1Cn2cnc(C(=O)N[C@@H](C)c3ccccc3)c2C(=O)N1	7	3	5	1	4	-1	-2	7	2	-4
COc1ccc(-c2noc(N3CCC(C(=O)NCc4ccc(F)cc4)CC3)n2)cc1	-1	-2	-9	-7	-4	1	4	-7	-1	2
CCN(CC)c1ccc(S(=O)(=O)N2CCOCC2)cc1NC(=O)CN1CCN(Cc2ccccc2)CC1	13	1	-2	2	3	7	8	3	-2	9
Cc1cc(O)cc(=O)n1-c1cccc(C(F)(F)F)c1	4	4	-3	.	4	5	6	-1	1	3
O=C(CN1CCN(C/C=C/c2ccccc2)CC1)Nc1cc([N+](=O)[O-])ccc1Cl	19	-5	-10	-2	1	2	6	2	4	3

Seven records picked at random from the list so far:
SMILES	ABHD4 inh	SIAE inh	TCR CD3 inh	HTRA1 inhibitor	GC-A act	UHRF1 MBD2 ctr	PRMT1 inh	NPR2 activator	rCAG RNA binder	MBD2 DNA inh
Cc1cc(C(=O)Nc2c(F)cc(F)cc2Br)c(C)o1	3	10	4	-5	4	-1	-2	1	1	1
Cc1c(C(=O)N(C)CCOc2ccccc2)oc2c(Cl)cccc12	-10	4	0	-17	-5	-1	0	1	-6	2
C[C@@H]1Cn2cnc(C(=O)N[C@@H](C)c3ccccc3)c2C(=O)N1	7	3	5	1	4	-1	-2	7	2	-4
O=C(NCc1nnc(SCc2ccc(F)cc2)n1-c1ccc(F)cc1)C12CC3CC(CC(C3)C1)C2	-2	-2	6	-16	-3	0	-3	-6	0	-1
CCOc1ncccc1C(=O)Nc1cc(S(=O)(=O)N2CCOCC2)ccc1N1CCCC1	-1	17	1	5	-1	1	1	-6	-5	-2
COc1ccc(NC(=O)CSCC(=O)NC2(C)CCS(=O)(=O)C2)cc1 (stereo not given)	4	2	3	8	1	-2	0	1	-1	1
O=C(O)CC(NC(=O)Cc1ccccc1)c1ccccc1 (stereo not given)	-7	-4	-10	-4	1	4	9	3	4	1

These rows are one share of the data (hit frequency here may not be typical).
